# TCR activator – Activators of T cell receptors: qHTS campaign | Potency, µM (series often up to 9.22 µM), for inactives: at the top dose activation of IL-2 secretion, actives largely listed as activators | 330,000 tested, under 10 active | primary human leukocytes, anti-CD3, IL-2 HTRF, 48 h | AID 504894, 2011; also: % of control where 0% means no effect
#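 IL-2 produced over 48 hr by a-CD3 bead-stimulated primary human leukocytes exposed to compounds was detected with a homogeneous time-resolved FRET immunoassay, 665nm acceptor signal after 320nm excitation.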
# MBNL1-CUG inh – qHTS Assay for Inhibitors of MBNL1-poly(CUG) RNA binding. Muscleblind-like protein 1 (Homo sapiens), Q9NR56. TR-FRET MBNL1-His/biotin-(CUG)12 binding, 665/545 ratio. Potency, µM (doses to about 57.5 µM), without a hit: top-dose activity change, negative = inhibition, most hits filed as inhibitors. hit rate 0.036% among 280,000; active = well fitted inhibition curve with a large enough effect in the signal ratio, with a control signal flat, not every such curve was filed as active; inconclusive = small, poorly fitted or top-dose-only effect, or effect the other way, or a change in a side signal; inactive = no such curve, though single readings can be large or run the other way; the % refers to the signal ratio; also: potency is read from the fitted curve at half-maximal effect; % is scaled to controls: 0 for no effect and ±100 for the full control effect
#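 Compounds (final 92 nM to 58 uM) are added to His-tagged MBNL1 and biotin-(CUG)12, then terbium anti-His antibody and streptavidin-XL665 (5 nM final). After 60 min at room temperature, the 665/545 nm ratio is read.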
# Integrin act MD – qHTS for Activators of Integrin-Mediated Alleviation for Muscular Dystrophy. alpha7betagal myoblasts, beta-gal FDG fluorescence, 48 h. hit rate 0.064% among 350,000. Potency, µM (highest dose often 38.3 µM), without a hit: top-dose activation, most hits filed as activators;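 also: potency is read from the fitted curve at half-maximal effect; 100% = response of the positive control SU9516; nearly all actives have a fitted effect of over 60% in size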
#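 Alpha7betagal+/- myoblasts (passage 13) were plated 16-24 hr, then exposed to compounds (1:260 dilution of DMSO stock) for 48 hours at 37C. After MPER lysis, β-galactosidase reporter activity was read as FDG fluorescence (ex 480/em 540) after 30 minutes.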
# CXXC DNA block – qHTS Fluorescence Polarization Assay for Inhibitors of MLL CXXC domain - DNA interaction. Potency, µM (doses to about 115 µM), for inactives: at the top dose activity change, negative = inhibition, actives largely listed as inhibitors. Histone-lysine N-methyltransferase 2A (Homo sapiens), Q03164. AID 2662, 2010. hit rate 0.037% among 290,000. MLL-CXXC / FITC-HOXA9 DNA fluorescence polarization; active = well fitted inhibition curve with a large enough effect in the polarisation, with a control signal flat, not every such curve was filed as active; inconclusive = small, poorly fitted or top-dose-only effect, or effect the other way, or a change in a side signal; inactive = no such curve, though single readings can be large or run the other way; the % refers to the polarisation; also: potency is read from the fitted curve at half-maximal effect
#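 Steps: dispense CXXC domain solution (7 uM) → pin compounds or unlabeled HOX-A9 DNA control → 5 min ambient → add FLSN-HOX-A9 solution (50 nM) → spin → 30 min ambient → fluorescence polarization. Tris pH 7.5/NaCl/DTT/BSA buffer.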
# PTAP TSG101 blk – qHTS Assay for Iinhibitors of HIV-1 Budding by Blocking the Interaction of PTAP/TSG101. Fluorescence polarization, FITC-PTAP peptide / Tsg101 binding. Potency, µM (highest dose often 115 µM), inactives show top-dose activity change, negative = inhibition, most hits filed as inhibitors. 340,000 tested, under 10 active. AID 493005, 2010; active = well fitted inhibition curve with a large enough effect in the main read-out, with a control signal flat, not every such curve was filed as active; inconclusive = small, poorly fitted or top-dose-only effect, or effect the other way, or a change in a side signal; inactive = no such curve, though single readings can be large or run the other way; also: potency is read from the fitted curve at half-maximal effect; % of control where 0% means no effect
#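 Fluorescence polarization binding of Tsg101 binding domain (10 uM final) to FITC-labeled PTAP peptide (50 nM final) in HEPES pH 7.5 buffer with NaCl, Tween 20, EDTA, TCEP. Compounds added before peptide; binding 20 min at RT.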
# Menin-MLL TR inh – qHTS Assay for Inhibitors Targeting the Menin-MLL Interaction in MLL Related Leukemias: Competition With Texas Red Labeled MLL-derived Mutant Peptide. O00255. Menin + Texas Red MLL mutant peptide, fluorescence polarization. Potency, µM (series often up to 61.6 µM), for inactives: at the top dose FP activity change, negative = inhibition, actives largely listed as inhibitors. hit rate 0.23% among 270,000. AID 1768, 2009; active = well fitted inhibition curve with a large enough effect in the polarisation, with a control signal flat, not every such curve was filed as active; inconclusive = small, poorly fitted or top-dose-only effect, or effect the other way, or a change in a side signal; inactive = no such curve, though single readings can be large or run the other way; the % refers to the polarisation; also: potency is read from the fitted curve at half-maximal effect; % of control where 0% means no effect; many of its hits are not listed in these tables
# TSHR antagonist – Antagonists of the Thyroid Stimulating Hormone Receptor: HTS campaign; TSHR-expressing cells, TSH-stimulated cAMP HTRF, 2 h; hits give low values; activity change, negative = inhibition, % at 11.5 µM; hit rate 0.2% among 330,000; AID 504810, 2011;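 active = activity change below a set negative limit, meaning inhibition stronger than a set level, cut at about -70% in these data; inconclusive = activity change between two set negative limits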; also: % is scaled to controls: 0 for no effect and ±100 for the full control effect
# Target sequence (P16473 whole entry, looked up): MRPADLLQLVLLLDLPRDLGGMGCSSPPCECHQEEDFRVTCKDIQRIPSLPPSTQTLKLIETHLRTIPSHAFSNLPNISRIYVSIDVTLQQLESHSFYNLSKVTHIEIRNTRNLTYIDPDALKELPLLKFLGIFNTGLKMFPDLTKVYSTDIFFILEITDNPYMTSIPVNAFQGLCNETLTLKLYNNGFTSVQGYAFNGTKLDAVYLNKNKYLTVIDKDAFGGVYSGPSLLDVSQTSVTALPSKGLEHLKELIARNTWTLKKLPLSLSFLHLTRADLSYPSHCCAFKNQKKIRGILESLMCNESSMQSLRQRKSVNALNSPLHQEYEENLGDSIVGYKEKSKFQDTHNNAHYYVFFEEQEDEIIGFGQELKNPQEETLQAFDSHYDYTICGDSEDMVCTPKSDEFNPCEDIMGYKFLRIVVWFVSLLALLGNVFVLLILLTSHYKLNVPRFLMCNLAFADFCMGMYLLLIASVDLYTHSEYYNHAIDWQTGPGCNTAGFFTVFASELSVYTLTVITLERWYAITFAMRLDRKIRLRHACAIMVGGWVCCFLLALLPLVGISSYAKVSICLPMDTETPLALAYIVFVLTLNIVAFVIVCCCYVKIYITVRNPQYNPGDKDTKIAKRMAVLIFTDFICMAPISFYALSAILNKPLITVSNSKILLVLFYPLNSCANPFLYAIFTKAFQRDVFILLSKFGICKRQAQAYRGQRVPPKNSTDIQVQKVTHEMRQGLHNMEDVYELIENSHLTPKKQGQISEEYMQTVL
#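 TSHR-expressing cells, 200/well, pre-treated with compound, then stimulated with EC80 TSH (4nM final) for 2 hours at 37 deg C. cAMP measured by competitive HTRF: anti-cAMP cryptate antibody in lysis buffer plus cAMP-d2, read after 30 minutes at room temperature.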
# Mito fusion act – qHTS Assay for Small Molecule Inhibitors of Mitochondrial Division or Activators of Mitochondrial Fusion; Potency, µM (highest dose often 46.1 µM), for the others: top-dose growth rescue (activation), actives largely listed as activators; hit rate 0.23% among 320,000; S. cerevisiae fusion-defective mutant growth rescue, CellTiterGlo 48 h;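 also: potency is read from the fitted curve at half-maximal effect; % of control where 0% means no effect; nearly all actives have a fitted effect of over 45% in size; temperature-sensitive fusion mutants such as fzo1-1 at 37 °C on non-fermentable ethanol glycerol medium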
#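 Growth-rescue viability read-out: after 48 h at the non-permissive 37C in glycerol/ethanol YPEG, yeast mitochondrial fusion mutants are measured by CellTiterGlo luminescence; compounds (23 nl pinned per well) restoring growth score as division inhibitors or fusion activators.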
# S-ASM inh – Inhibitors of Secretory Acid Sphingomyelinase (S-ASM): qHTS; Sphingomyelin phosphodiesterase (Homo sapiens), P17405; hit rate 0.006% among 340,000; Potency, µM (top dose mostly 57.5 µM), without a hit: at the top dose activity change, negative = inhibition, most hits filed as inhibitors; AID 504937, 2011; placental ASM, HMU-PC fluorogenic substrate, 60 min; also: potency is read from the fitted curve at half-maximal effect
#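 qHTS format. ASM enzyme prepared from human placenta hydrolyses the fluorogenic substrate HMU-PC0 (9 uM final) over 60 min at 37 °C after a 10 min compound preincubation.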
# A-T KAP1 phos – qHTS Assay for Identifying a Potential Treatment of Ataxia-Telangiectasia; […] A-T fibroblasts, KAP-1 phosphorylation AlphaLISA; neocarzinostatin DNA damage 30 min before lysis; Potency, µM (doses to about 57.5 µM), for the others: at the highest dose activation, most hits filed as activators; hit rate 0.19% among 320,000; also: potency is read from the fitted curve at half-maximal effect; % of control where 0% means no effect; nearly all actives have a fitted effect of over 45% in size
#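 hTERT-immortalized A-T patient fibroblasts ([…]), 500 cells/well in OPTI-MEM, 1% FBS, got compounds for 60 min, then NCS for 30 min at 37C. Lysates were then assayed for phospho-KAP-1 by AlphaLISA (anti-pKAP1 donor, anti-KAP1 acceptor beads), 6 hr at 25C.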
# Numbers without * were called inactive; ? = inconclusive; · = no result given; & = joins results of further samples; [ ] = remark or other dose. Unless noted, calls follow the shape of the dose curve; as a rule, active = well fitted curve in the direction sought with a large enough effect; inconclusive = small, poorly fitted or top-dose-only effect, or another doubt; inactive = no such curve, though single readings can be large; an effect the other way counts as inactive or inconclusive. Only part of the results is shown; the hit share may differ from the screen's.
# Value order: Integrin act MD	Mito fusion act	A-T KAP1 phos	MBNL1-CUG inh	Menin-MLL TR inh	PTAP TSG101 blk	TCR activator	S-ASM inh	CXXC DNA block	TSHR antagonist
1: O=C(c1cc(-c2ccccc2Cl)on1)N1CCCC1
    -22%	3%	-3%	2%	-16%	-6%	-2%	-2%	3%	4
2: CCOc1ccc(C(=O)N/N=C(\c2ccccc2)c2ccccn2)cc1
    -12%	-5%	13%	19%	?	-4%	6%	-3%	-3%	-13
3: O=C(CN1CCN(S(=O)(=O)N2CCOCC2)CC1)Nc1cc(Cl)cc(Cl)c1
    -1%	2%	-3%	-5%	17%	0%	-3%	25%	2%	8
4: COc1ccc(CCNC(=O)CN(C2CCCCC2)S(C)(=O)=O)cc1
    -8%	2%	8%	2%	-17%	-1%	-19%	-1%	-8%	·
5: Cc1cccc(-c2ccc3ncnc(NCc4cccnc4)c3c2)c1
    ·	-10%&-3%	-4%&0%	·	·	-3%	-6%	3%	·	-5&-21
6: O=C(Nc1ccccn1)C1CCN(C(=O)c2ccc(F)cc2)CC1
    -7%	4%	-1%	·	·	-3%	-3%	1%	·	-3
7: O=[N+]([O-])C1=CC=C2C(=NC3(CCCCC3)N2O)C1=NCCc1ccccc1
    4%	17%	5%	2%	?	0%	1%	-2%	-13%	7
8: COC(=O)c1ccc(N2CCN(C)CC2)c(NC(=O)COc2cccc(C)c2)c1
    12%	-5%	-9%	-3%	-16%	-7%	-8%	2%	51%[activator]	5
9: OC1CC(c2ccco2)NC2(CCCCC2)C1 (configuration not stated)
    -19%	1%	5%	-13%	0%	0%	-1%	1%	-8%	25
10: COCCN(C(=O)C1CCC1)c1c(N)n(CC(C)C)c(=O)[nH]c1=O
    0%	0%	-4%	·	·	0%	2%	8%	·	-23
11: O=C(CCl)NCCCCCCCCCNC(=O)CCl
    -52%	-16%	-1%	-5%	5%	-1%	-4%[46.1 µM]	6%	2%	7
12: COC(=O)CSc1nnc(SCc2ccc(OC)cc2)s1
    -16%	0%	·	-1%	-5%	-1%	-2%[46.1 µM]	2%	3%	-5
13: CCOC(=O)c1c(NC(=S)Nc2ccc(Cl)cc2)sc2c1CCN(C)C2
    -11%	-10%	1%	?	-10%	10%	6%[46.1 µM]	·	12%	-2
14: N#Cc1cccc(CN2CCCN(Cc3ccc(F)cc3)S2(=O)=O)c1
    10%	16%	11%	0%	8%	-3%	1%	1%	12%	-3
15: Cc1ccc(N=C(NO)c2cnccc2C(F)(F)F)c(C)c1
    9%	-3%	0%	-2%	-2%	0%	4%	6%	-6%	-4

# Among those listed so far, 3 have fluorine.
# Value order: Integrin act MD	Mito fusion act	A-T KAP1 phos	MBNL1-CUG inh	Menin-MLL TR inh	PTAP TSG101 blk	TCR activator	S-ASM inh	CXXC DNA block	TSHR antagonist
6: O=C(Nc1ccccn1)C1CCN(C(=O)c2ccc(F)cc2)CC1
    -7%	4%	-1%	·	·	-3%	-3%	1%	·	-3
14: N#Cc1cccc(CN2CCCN(Cc3ccc(F)cc3)S2(=O)=O)c1
    10%	16%	11%	0%	8%	-3%	1%	1%	12%	-3
15: Cc1ccc(N=C(NO)c2cnccc2C(F)(F)F)c(C)c1
    9%	-3%	0%	-2%	-2%	0%	4%	6%	-6%	-4

# Remaining list, next part.
# Value order: Integrin act MD	Mito fusion act	A-T KAP1 phos	MBNL1-CUG inh	Menin-MLL TR inh	PTAP TSG101 blk	TCR activator	S-ASM inh	CXXC DNA block	TSHR antagonist
16: Cc1ccc(C)c(SCC(=O)Nc2ccc(S(=O)(=O)Nc3ncccn3)cc2)c1
    -37%	-3%	-3%	-25%	·	-10%	2%	8%	-3%	5
17: COc1ccc(N2CCN(C(c3cc4ccc(C)cc4[nH]c3=O)c3nnnn3C3CCCC3)CC2)cc1 (configuration not stated)
    12%	0%	7%	7%	-8%	-4%	4%	?	-8%	-11
18: Cc1cc(NC(=O)CSCC(=O)Nc2ccc(C)c(C)c2)no1
    -24%	1%	-6%	·	·	-4%	-3%	-1%	·	-16
19: Cc1ccc(S(=O)(=O)N2CCC(C(=O)OC(C)C(=O)N(C)c3ccccc3)CC2)cc1C (configuration not stated)
    -4%	10%	1%	·	·	-4%	4%	-1%	·	-16
20: COc1cc(C(=O)N2CCN=C2c2ccccc2)cc(OC)c1OC
    -6%	-4%	17%	-8%	0%	-3%	2%	2%	1%	5
21: NC(=O)c1nsc(C(=O)N(Cc2cccnc2)C(C(=O)NC2CCCC2)c2ccc(F)cc2)c1N (configuration not stated)
    -17%	2%	2%	15%	-4%	0%	4%	167%[activator]	1%	-1
22: O=C1NCCN(Cc2ccc(Cl)c(F)c2)C1CC(=O)N1CCCCO1 (configuration not stated)
    -11%	1%	-3%[11.5 µM]	-1%	-6%	-5%	-2%	23%	16%	10
23: CNS(=O)(=O)c1cc(N(C)S(=O)(=O)c2ccc(C)cc2)c(C)cc1C
    22%	0%	1%	-3%	5%	-4%	6%	1%	0%	-11
24: COc1ccc2[nH]c(C)c(CCNC(=S)Nc3ccccc3OC)c2c1
    ?	-7%	-2%	-11%	?	-4%	5%	-4%	-2%	-5
25: CSc1ncccc1C(=O)OCC(=O)Nc1ccc(C)c(S(=O)(=O)N2CCOCC2)c1
    16%	·	15%	·	·	-10%	2%	0%	·	-24
26: O=C1CC(Cc2ccccc2)C(=O)N1c1ncccn1 (configuration not stated)
    2%	-8%	-3%	4%	-1%	-5%	-2%	4%	22%	9
27: CCc1c(C)nc(SCC(=O)c2cccs2)c(C#N)c1C
    -9%	2%	·	14%	20%	?	6%	-23%	10%	-27
28: COc1ccc(/C=C2\CCCCC2=O)cc1
    -60%[inhibitor]	·	·	·	·	-2%	13%	-2%	·	·
29: CC(C)c1cc(=O)[nH]c(N2CCN(Cc3ccc4c(c3)OCO4)CC2)n1
    28%	1%	-5%	5%	-22%	-5%	-5%	2%	-8%	1
30: CC(=O)Nc1cccc(C(=O)OCc2ccccc2)c1
    -9%	28%	7%	-11%	-3%	-6%	6%	0%	-9%	27
31: O=C1CC(c2ccc(Cl)cc2)Oc2ccc(Cl)cc21 (configuration not stated)
    4%	·	·	·	·	1%	5%	-4%	·	·
32: COc1ccc2oc(C(=O)Nc3nccs3)c(C)c2c1
    ?	8%	-2%	·	·	0%	3%	11%	·	-2
33: Cc1ccc(-n2nc3c(c2NC(=O)c2cccs2)CS(=O)(=O)C3)c(C)c1
    ?	24%	8%	-7%	1%	-2%	1%	-5%	13%	21
34: OCC1(Cc2cccc(Cl)c2)CCCN(Cc2ccc3cc(F)ccc3n2)C1 (configuration not stated)
    -23%	-1%	2%	7%	11%	0%	-1%	0%	-9%	-22
35: CCN(CC)CCCNC(=S)N(Cc1cccnc1)Cc1cc2cc(C)ccc2[nH]c1=O
    -10%	-3%	20%	-18%	·	-13%	1%	2%	3%	19
36: Cc1ccc(Cl)cc1C1=CC(=O)C[C@H](c2ccc(F)cc2)C1
    -34%	?	23%	·	·	0%	2%	-4%	·	-29
37: O=C1c2ccc([N+](=O)[O-])cc2C(=O)N1c1ccc(Cl)cn1
    18%	-2%	4%	?	7%	0%	0%	1%	5%	7
38: Cc1ccc(CNC(=O)C(=O)NCC2CCCN2S(=O)(=O)c2cc(C)ccc2C)cc1 (configuration not stated)
    3%	6%	6%	·	·	-4%	1%	0%	·	-6
39: COc1ccccc1NC(=O)COC(=O)Cc1cccs1
    -5%	9%	1%	3%	0%	-3%	1%	-2%	2%	-4

# Bioassay records deposited in PubChem BioAssay by National Center for Advancing Translational Sciences (NCATS).
